Source: PubChem
mcGAS lum: inhibitors of mouse cGAS; Q8C6L5; recombinant cGAS, Kinase-Glo ATP depletion luminescence; inhibition, % at 12.5 µM; 160,000 tested, 0.15% active;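 further: 0% = negative control wells and 100% = reference inhibitor with no enzyme activity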
NPYLR7 ag: activates Aedes aegypti NPYLR7 receptor | HEK293T NPYLR7/Galpha15, GCaMP6s calcium fluorescence | activation, % at 10 µM | 270,000 tested, 0.15% active; in the data active means activation above about 40%;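 further: 0% = vehicle and 100% = reference agonist at the receptor; some compounds past the cut are filed as inactive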
hcGAS lum: human cGAS inhibition. Q8N884. inhibition, % at 12.5 µM. recombinant h-cGAS, ATP depletion, Kinase-Glo luminescence. 290,000 tested, 0.081% active;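 further: 0% = vehicle reaction and 100% = reaction without DNA for no activity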
Target sequence (Q8N884 whole entry, looked up): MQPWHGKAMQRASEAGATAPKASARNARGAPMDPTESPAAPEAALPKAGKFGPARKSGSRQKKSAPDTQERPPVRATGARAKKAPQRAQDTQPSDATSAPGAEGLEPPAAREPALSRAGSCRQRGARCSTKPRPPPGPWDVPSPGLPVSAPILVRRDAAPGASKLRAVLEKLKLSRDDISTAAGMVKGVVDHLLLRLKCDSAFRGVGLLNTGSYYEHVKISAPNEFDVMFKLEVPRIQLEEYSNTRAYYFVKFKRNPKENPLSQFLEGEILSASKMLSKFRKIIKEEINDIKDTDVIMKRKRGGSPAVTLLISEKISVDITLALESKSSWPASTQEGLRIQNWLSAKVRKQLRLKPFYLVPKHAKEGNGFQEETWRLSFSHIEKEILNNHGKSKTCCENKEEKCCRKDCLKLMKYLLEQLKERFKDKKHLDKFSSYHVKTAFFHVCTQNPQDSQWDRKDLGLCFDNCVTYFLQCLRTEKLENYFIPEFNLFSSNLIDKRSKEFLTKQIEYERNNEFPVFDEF
An asterisk follows results filed as active; · = no result given; & = joins results of further samples. Unless noted, no stated cut-off is given here; in the data, active means inhibition above about 40%; inactive means the rest.

SMILES	mcGAS lum	NPYLR7 ag	hcGAS lum
CC(=O)NC(c1nc(CC2CCN(C)CC2)no1)C(C)C (stereo not drawn)	-11	8	-6
Cc1cc(F)ccc1C(O)c1ncc(-c2ccccc2)[nH]1 (stereo not drawn)	·	-1	-10
O=C(c1cnc(-c2ccccc2Cl)s1)N(CC1CCOC1)C1CC1 (stereo not drawn)	-9	2	-5
CC(C)NCc1ccc(-c2cccc(F)c2)s1	-14	-3	-9
O=C(c1cc(Cl)sc1Cl)N1CC(=O)N2CCc3ccc(F)cc3C2C1 (stereo not drawn)	2	-11	2
CNCC(=O)NC(c1cc(C)ccn1)C1CC1 (stereo not drawn)	-12	4	-7
Cc1ccc(CN(Cc2ccco2)CC(O)COCc2ccco2)o1 (stereo not drawn)	-4	26	-4
Cc1c(C(=O)N2CC=CCC2)cnc2c(-c3c(F)cccc3Cl)cnn12	-8	29	-6
CCOc1ccc(NC(=O)N(Cc2ccc(OS(=O)(=O)c3cccc(C(F)(F)F)c3)cc2)C(C)C)cc1	-4	-3	-8
COc1ccc(CCN(C)C(=O)c2cc(C)n3nc(-c4ccccc4)cc3n2)cc1OC	-9	2	-8
CCc1ccc(NC(=O)CSc2nc(=O)n(CCN(C)C)c3c2CCC3)cc1	-7	1	-6
Cc1nc(-c2cccnc2)ncc1C(=O)N1CCC2(CCNCC2)CC1	·	10	-6
Cc1nn(C)c(C)c1S(=O)(=O)N1CCCC2(C1)C(=O)Nc1ccccc12 (stereo not drawn)	0	-4	-4
Cn1c(=O)[nH]c(=O)c2c1nc(N1CCN(Cc3ccc(Cl)cc3)CC1)n2Cc1ccc(Cl)cc1	·	2	-3
CCOC(=O)c1sc(N)c(C#N)c1CSCc1ccccc1	·	-11	9

An excerpt of these results, bar-delimited:
canonical_smiles | mcGAS lum | NPYLR7 ag | hcGAS lum
Cc1ccc(CN(Cc2ccco2)CC(O)COCc2ccco2)o1 (stereo not drawn) | -4 | 26 | -4
O=C(c1cc(Cl)sc1Cl)N1CC(=O)N2CCc3ccc(F)cc3C2C1 (stereo not drawn) | 2 | -11 | 2
CCc1ccc(NC(=O)CSc2nc(=O)n(CCN(C)C)c3c2CCC3)cc1 | -7 | 1 | -6
Cc1cc(F)ccc1C(O)c1ncc(-c2ccccc2)[nH]1 (stereo not drawn) | · | -1 | -10

The results go on.
SMILES	mcGAS lum	NPYLR7 ag	hcGAS lum
Cc1ccc2nc(CSc3nnc(C(F)(F)F)n3C)cc(=O)n2c1	-6	0	-4
Cc1cccc(-n2c(CNC(=O)c3ccc(S(=O)(=O)N4CCCC4)cc3)nnc2SCC(=O)Nc2nccs2)c1	-7	10	-4
CCCN1CCC(Cc2noc(-c3cccc4nccnc34)n2)CC1	·	3	-4
Cc1c(S(=O)(=O)CCNC(=O)NC(C)(C)C)c2ccccc2n1C	·	8	-4
COC(=O)N1CCC(NC(=O)NC2CCC3CCCCC3C2)CC1 (stereo not drawn)	·	13	-10
Fc1ccc(C=NNc2ccc(C(F)(F)F)cn2)cc1	·	8	-6
CCOC(=O)C1CCCCN1C(=O)c1nc(C2CCC2)oc1C (stereo not drawn)	-1	·	1
O=C(c1ccc(F)cc1)N(Cc1nccn1Cc1cccc(C(F)(F)F)c1)CC1CC1	-4	-3	0
O=C1C[C@H]2CC[C@@H](CN1)N2C(=O)Cn1cnc2ccsc2c1=O	-14	-1	-4
Cc1ccc2oc(CN(Cc3ccncc3)C(=O)C(C)Oc3ccccc3)nc2c1 (stereo not drawn)	-3	3	-2
Oc1oc(-c2cccc3ccccc23)nc1C=Nc1cc(Cl)ccc1Cl	·	1	-6
CN1CC2(CCN(C(=O)c3ccc(Cn4ccnc4)o3)C2)OC1=O (stereo not drawn)	·	26	-6
Cc1nc2ncc3c(=O)n(Cc4ccccn4)ccc3n2n1	·	6	-1
CC(=O)NCC1CCN(Cc2cccc(-c3ccc(C)o3)c2)C1 (stereo not drawn)	·	4	-5
CC(C)c1ncc(C(=O)NCc2ccon2)[nH]1	·	-1	-20
COc1ccccc1N1CCN(C(=O)c2cc3ccsc3n2Cc2ccccc2C)CC1	-1	-13	-5
CC(C)Cc1noc(CN(C)C(=O)C2CC3(CCNCC3)CN2)n1 (stereo not drawn)	·	19	-2
COc1ccc(C(=O)N=Nc2c(O)n(CN3CCCCCC3)c3ccccc23)cc1OC	-2	6	-12
O=C(c1ccc(-c2ccn[nH]2)nc1)N1CCC(Cn2cccn2)CC1	·	-2	-3
CCOC(=O)C1CCN(C(=O)CCCSc2nnc(-c3ccccc3)n2-c2cccc(C)c2)CC1	-5	·	-7
O=C(Nc1ccon1)NC1CC(=O)N(c2ccc(F)cc2)C1 (stereo not drawn)	-9	3	-6
NC(=O)C1CN(c2nc(C3CCCC3)nc3c2CNC3)CCO1 (stereo not drawn)	-7	3	-1
COCCCN(CC(=O)N(Cc1ccc2c(c1)OCO2)Cc1cccs1)C(=O)Nc1c(Cl)cccc1Cl	-6	8	-3
O=C(CCc1cccs1)NCC1CCCN1c1cccnn1 (stereo not drawn)	·	1	2
CC(=O)Nc1ccc(S(=O)(=O)NCC(c2ccsc2)N2CCCCCC2)cc1 (stereo not drawn)	-1	-7	-1
CC(O)c1nc2ccccc2s1 (stereo not drawn)	·	-2	-7
CC1(C)CC(=O)c2cnn(-c3nc4ccccc4s3)c2C1	·	-10	-5
Cc1cc(C)cc(NC(=O)Cn2c(-n3nc(C)cc3C)nc(-c3ccccc3)cc2=O)c1	-5	-1	-2
C=CCCC(O)CN(CCN1CCOCC1)Cc1ccc(C)o1 (stereo not drawn)	-5	29	-11
CC(C)n1ncc2cc(C(=O)NN3C(=O)NC4(CCCCC4)C3=O)cnc21	·	11	-5
O=S1(=O)CCC(N(Cc2ccccc2)Cc2cc3c(cc2O)OCO3)C1 (stereo not drawn)	·	3	-2
Nn1ccc2nc3ccn(-c4ccccc4)c(=O)c3cc2c1=O	·	-1	-9
CCc1nc(C(C#N)C(=O)C2C(C=C(C)C)C2(C)C)sc1C (stereo not drawn)	-18	-7	-8
Cc1ccc(CCS(=O)(=O)c2ccc(C(C)C)cc2)c[n+]1C	-6	1	-3
COc1ccc(-c2nn(-c3ccc(C)cc3)c(OC(C)=O)c2-c2ccc(NC(=O)c3ccccc3C)cc2)c(OC)c1	-4	15	-4
C=CCNC(=O)Cn1c(=O)c2c(OCCC)ccnc2n(C)c1=O	·	-2	-14
CCSc1ccc(C(=O)Nc2cc(OC)c(OC)cc2F)cn1	·	4	-6
CCc1nnc(N/N=C\c2cc(C)c(C)cc2C)n1N	·	-10	1
CCN(CC)c1ccc(NC(=O)C2(C(=O)NC3CC3)CCC2)cc1	·	9	-6
CC(C)(C)c1ccc(-c2nc(-c3ccncc3)no2)cc1	-3	-5	-3
Cc1cccn2c(=O)c3cc(C#N)c(=O)n(CCCN4CCOCC4)c3nc12	-2	0	0
COc1ccc(-c2csc(N3N=CCC3(O)C(F)(F)F)n2)cc1 (stereo not drawn)	-5	6&5	-7&-5
CN1CC2(CCCN(Cc3ccc(Sc4nncn4C)o3)CC2)OC1=O (stereo not drawn)	-11	5	-8
CCOC(=O)c1ccc2c(c1)nc(SCC(=O)NCc1ccccn1)n2CCc1ccc(OC)cc1	-5	-1	-3
CC1CC1C(=O)Nc1ccc(NC(=O)c2ccccc2)nc1 (stereo not drawn)	·	-3	-9
COCC(c1ccccn1)N(C)C(=O)c1ccc2c(c1)OCCN2C (stereo not drawn)	-13	-1	-7
Cc1ccccc1C1c2ccsc2CCN1C(=O)CN(CC1CCCO1)S(=O)(=O)c1ccc(Cl)cc1 (stereo not drawn)	-3	10	-1
CC(=O)NCc1nnc2n1CCN(C(=O)COc1ccccc1C)CC2	·	14	-12
O=S(=O)(NCC1CCCN(Cc2cc3ccccc3o2)C1)c1cccc2cccnc12 (stereo not drawn)	·	2	1
CC(C)(C)OC(=O)N1CCN(C(=O)c2cc(Br)c[nH]2)CC1	·	1	-17
O=C(CCCc1ccccc1)Nc1ccnn1C1CCN(C(=O)CCn2cncn2)CC1	-5	2	-5
Nc1ncc(-c2c(-c3ccccc3)ncn2CCc2cccs2)cn1	-11	·	-5
O=S(=O)(Nc1ccc2c3c(cccc13)CC2)c1cccc(F)c1	·	5	-13
CCCN(Cc1cccnc1)C(=O)[C@@H](N)Cc1cscn1	-9	-1	-5
CCCCn1nnnc1CNC1(c2ccc(Cl)cc2)CCCC1	·	4	-4
CC(C)(C)C(=O)C=c1[nH]c(=O)c(=Cc2c(F)c(F)c(F)c(F)c2F)s1	·	10	-2
Cc1cc(C(=O)N(Cc2ccsc2)CC(C)C)n[nH]1	-11	-7	-2
CCOc1ncccc1C(=O)NC1CCCc2occc21 (stereo not drawn)	-7	7	-13
COC(=O)c1ccc(CN2C(=O)C3CCCCC3C2=O)o1 (stereo not drawn)	·	12	-7
COc1ccc(N2CCCN(C(C)C(N)=O)CC2)cc1 (stereo not drawn)	·	-20	-11

Other entries:
SMILES	mcGAS lum	NPYLR7 ag	hcGAS lum
CC(C)(C)OC(=O)N1CCN(Cn2ccn(-c3cccc(F)c3)c2=S)CC1	·	0	2
CCCc1cc(C(=O)NCC2Cc3cc(-c4ccnc(SC)n4)cc(Cl)c3O2)no1 (stereo not drawn)	-6	18	-4
O=C1c2ccccc2C(=O)N1CCCCN(C(=O)c1ccc(Cl)cc1)c1ccc(F)cc1F	·	-1	-7
CC1=CC[C@@H]2CN(Cc3ccc(C(=O)Nc4cnn(C)c4)cc3)C[C@@H]2C1	-7	-1	-2
C=C1c2ccccc2NC(=O)N1CC1CCCN1CC (stereo not drawn)	·	1	-15
CCOC(=O)[C@@H]1[C@@H](O)C(=O)N(C)C12CCN(C(=O)c1ccc(OC)cc1)CC2	-7	3	-1
COCCOC(=NCCCN1CCOCC1)NC(=O)c1cccs1	-5	14	-1
Cc1cc(NC(=O)CSCc2cccs2)n(C)n1	-6	6	-11
COC(=O)c1cn(CC(=O)N[C@H](C(=O)OC)C(C)(C)C)nn1	-16	-2	-10
CC(=O)N(C)c1ccc(NC(=O)CN2CCC(O)(c3ccccc3C)C2)cc1 (stereo not drawn)	·	-14	-1
COc1cc2cc(C(=O)NC(C)C)cc(-c3ccc(C)cc3)c2cc1OC	-7	-9	-2
CC1CCCN(S(=O)(=O)c2ccc3c(c2)nc(SCc2ccc(Cl)cc2F)n3CC2CCCO2)C1 (stereo not drawn)	-5	11	-8
Cc1ccc(C(=O)O)cc1NC(=O)CN1C(=O)c2ccccc2C1=O	-7	-8	-3
Cc1cccc(C)c1C(=O)Nc1nnc(NS(C)(=O)=O)s1	·	-5	-3
CC(C)(C)c1ccc(C(=O)N2CCC2(C)C(=O)Nc2ccc3nc[nH]c3c2)cc1 (stereo not drawn)	-4	11	-10
COc1ccc(-c2cc(C(=O)NCCc3ccccn3)n3nc(-c4ccc(Cl)cc4)cc3n2)cc1	23	19	-7
CN(C)CCN1CC(C(=O)NCC2(O)C3CC4CC(C3)CC2C4)CC1=O (stereo not drawn)	-5	·	-11
Cc1ccc(C)c(OCC(O)Cn2cnc3scc(-c4ccc(F)cc4)c3c2=O)c1 (stereo not drawn)	·	5	-4
O=C1C2C3C=CC(C3)C2C(=O)N1c1ccc(Cl)c(F)c1 (stereo not drawn)	-6	-11	-2
O=C(CCOc1ccccc1)Nc1ccnn1C1CCN(C(=O)c2cnsn2)CC1	·	8	-7
OCCN1C[C@H](O)[C@@H](O)[C@H](O)[C@H]1CO	·	-11	-2
CC(C)c1c(C(=O)NCC2CCCO2)cnn1-c1ccccn1 (stereo not drawn)	·	-1	-15
Cn1c(CN2CCCC(CNC(=O)c3ccc(-c4ccccc4)cc3)C2)nc2ccccc21 (stereo not drawn)	-8&-5	12&8	-8&-1
COC(=O)c1cccc(=S)n1C	·	-4	-6
COc1cc(OC)cc(N2CCN(C(=O)c3ccc(Cl)cc3Cl)C(C)C2=O)c1 (stereo not drawn)	0	-11	4
COc1ccc(S(=O)(=O)N(CC(=O)NC2CCCCC2O)c2ccc(C)cc2)cc1OC (stereo not drawn)	-7	3	-2
C=CCNC(=S)Nc1cccc2ccccc12	·	-10	7
O=S(=O)(NCc1ccccc1)NCc1csc(-c2cnccn2)n1	·	5	-1
CCOc1ccc(NC(C)C(=O)N2C(C)CCCC2C)cc1 (stereo not drawn)	-9	-1	-18
CC(=O)N1N=C(c2cccs2)OC1C(=O)NCC(C)(C)CN(C)C (stereo not drawn)	·	12	-10

Record cards, as listed above.
CN1CC2(CCCN(Cc3ccc(Sc4nncn4C)o3)CC2)OC1=O (stereo not drawn) is listed with mcGAS lum: -11; NPYLR7 ag: 5; hcGAS lum: -8
Cc1cc(C(=O)N(Cc2ccsc2)CC(C)C)n[nH]1 is listed with mcGAS lum: -11; NPYLR7 ag: -7; hcGAS lum: -2

Remaining list, next part
SMILES	mcGAS lum	NPYLR7 ag	hcGAS lum
COc1cccc(Cc2nsc(N3CCCN(C(=O)c4cccc(Br)c4)CC3)n2)c1	-7	7	-8
Cc1c(C(=O)NCc2ccc3c(c2)OCCO3)sc(=O)n1Cc1cccc(F)c1	·	14	-4
COc1ccc(-c2nnc3ccc(OCCNC(=O)Nc4cccs4)nn23)cc1OC	-7	-3	-2
O=C(Cc1ccccc1)n1nc(-c2ccccc2)nc1NCc1ccccc1	·	26	-4

Four records picked at random from the list so far, as already listed:
SMILES	mcGAS lum	NPYLR7 ag	hcGAS lum
O=C(Cc1ccccc1)n1nc(-c2ccccc2)nc1NCc1ccccc1	·	26	-4
COc1cccc(Cc2nsc(N3CCCN(C(=O)c4cccc(Br)c4)CC3)n2)c1	-7	7	-8
Cc1c(C(=O)NCc2ccc3c(c2)OCCO3)sc(=O)n1Cc1cccc(F)c1	·	14	-4
COc1ccc(-c2nnc3ccc(OCCNC(=O)Nc4cccs4)nn23)cc1OC	-7	-3	-2
